H9c2 TAG inh – triacylglycerol accumulation inhibition; 0.66% of 230,000 active; AID 651582; H9c2 cells, Nile Red lipid (TAG) fluorescence; cells loaded with 200 µM oleic acid; inhibition, % at 12.5 µM;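 active = pattern-corrected inhibition of lipid staining of at least 50% with the nuclear-stain viability signal not falling by more than 50%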;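 note: 0% = DMSO wells and 100% = triacsin C control wells; some results filed as inactive read as strong as hits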
H9c2 TAG inh DAPI viability – second read-out of H9c2 TAG inh, no call of its own (marks repeat the call); DAPI nuclei signal change (viability), lower = more cytotoxic, %;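 whole-well DAPI fluorescence read on a plate reader as a viability signal; minus 50 percent equals half of cells still viable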
The depositor's hits bear a star. A portion of the library; rates above refer to the full screens.

COc1cc(O)c(/C=N/NC(=O)c2ccncc2)c(OC)c1[N+](=O)[O-] was read as H9c2 TAG inh 5 and H9c2 TAG inh DAPI viability 1.
Screening CC1CCN(c2cc(=O)n(C3CCCCC3)c(=O)[nH]2)CC1 returned H9c2 TAG inh 15 and H9c2 TAG inh DAPI viability -23.
For COCCNC(=O)/C(C#N)=C/c1ccc(OCc2ccccc2)cc1 the results were H9c2 TAG inh 4 and H9c2 TAG inh DAPI viability -12.
Cc1ccc(OCC(=O)Nc2ccccc2F)cc1C was read as H9c2 TAG inh -5 and H9c2 TAG inh DAPI viability -5.
`CCCC(=O)N1CCC1(C)C(=O)Nc1ccccn1` (stereo not given) gave H9c2 TAG inh -8 and H9c2 TAG inh DAPI viability -1.
Cc1ccccc1Cn1c(C)c(C(=O)NCc2cccc(C(F)(F)F)c2)sc1=O was read as H9c2 TAG inh 13 and H9c2 TAG inh DAPI viability 3.
`CCOC(=O)CSc1nc(Cc2ccccc2)nc2ccccc12` gave H9c2 TAG inh 14 and H9c2 TAG inh DAPI viability 2.
NS(=O)(=O)c1ccc(CNC(=O)c2cc(-c3ccccn3)nc3ccc(Cl)cc23)cc1 was read as H9c2 TAG inh 7 and H9c2 TAG inh DAPI viability 1.
For CCOc1ccc(NS(=O)(=O)c2ccc(C(=O)NCC(c3ccc(OC)cc3)N3CCOCC3)cc2)cc1 (stereo not given) the results were H9c2 TAG inh -27 and H9c2 TAG inh DAPI viability -3.
For CC(C)(C)C(=O)OCc1nc(-c2ccc(O)c(O)c2)cs1 the results were H9c2 TAG inh 70 and H9c2 TAG inh DAPI viability -52.
`Cc1nc(NC(=O)CN2CCOCC2)sc1-c1ccccc1` gave H9c2 TAG inh 18 and H9c2 TAG inh DAPI viability -2.
Screening CC1CCCN(C(=O)c2ccc3c(=O)n4nc(Nc5ccccc5)sc4nc3c2)C1 (stereo not given) returned H9c2 TAG inh 15 and H9c2 TAG inh DAPI viability 4.
O=C(COC(=O)C(c1ccccc1)c1ccccc1)NCc1ccco1 was read as H9c2 TAG inh 8 and H9c2 TAG inh DAPI viability -15.
Screening C/C=C/c1ccc(OCCCCN2CCN(CC)CC2)c(OC)c1 returned H9c2 TAG inh -30 and H9c2 TAG inh DAPI viability 26.
For COc1ccccc1-c1cc2ccccc2[nH]1 the results were H9c2 TAG inh 10 and H9c2 TAG inh DAPI viability 1.
For COc1ccc(OC)c(CCNC(=O)CC2Oc3ccccc3NC2=O)c1 (stereo not given) the results were H9c2 TAG inh 3 and H9c2 TAG inh DAPI viability -1.
Screening Cc1cc(C)c(N=Cc2c(O)c3ccccc3oc2=O)c(C)c1 returned H9c2 TAG inh 2 and H9c2 TAG inh DAPI viability -2.
COc1ccc(-c2cn[nH]c2C)cc1OC was read as H9c2 TAG inh 24 and H9c2 TAG inh DAPI viability -15.
For CCNC(=S)NS(=O)(=O)c1ccc(F)cc1 the results were H9c2 TAG inh -2 and H9c2 TAG inh DAPI viability 4.
Cc1ccc(S(=O)(=O)N(C)S(=O)(=O)c2ccc(C)cc2)cc1 was read as H9c2 TAG inh 11 and H9c2 TAG inh DAPI viability -6.
`O=C(NC1CCCCC1)C(c1ccccc1)N1CCOCC1` (stereo not given) gave H9c2 TAG inh -7 and H9c2 TAG inh DAPI viability 7.
COc1ccc(NC(=O)c2cc(C(C)C)on2)c(OC)c1 was read as H9c2 TAG inh 8 and H9c2 TAG inh DAPI viability -8.
For Cc1ccc(Cn2ccc(NC(=O)c3cc(C(C)C)on3)n2)cc1 the results were H9c2 TAG inh -24 and H9c2 TAG inh DAPI viability 6.
CC1(C(=O)Nc2ccc3c(c2)OCO3)CCN1C(=O)CCC1CCCC1 (stereo not given) was read as H9c2 TAG inh 3 and H9c2 TAG inh DAPI viability -3.
For Cc1cc(C)c(NC(=O)Cn2cc3c(n2)CCCC3)c(C)c1 the results were H9c2 TAG inh -4 and H9c2 TAG inh DAPI viability -20.
CCC1Oc2ccc(C)cc2N(CC(=O)NCc2ccccc2OC)C1=O (stereo not given) was read as H9c2 TAG inh -6 and H9c2 TAG inh DAPI viability 9.
`COc1cccc(-c2nc(C(N)=O)c3[nH]c(=O)n(-c4cccc(Cl)c4)c3n2)c1OC` gave H9c2 TAG inh -4 and H9c2 TAG inh DAPI viability -7.
O=C(CCNC(=O)c1ccccc1Cl)Nc1cccc(S(=O)(=O)N2CCCCC2)c1 was read as H9c2 TAG inh -5 and H9c2 TAG inh DAPI viability -8.
O=C(NNC(=O)c1cc2ccccc2cc1O)Nc1ccccc1F was read as H9c2 TAG inh 0 and H9c2 TAG inh DAPI viability -8.
Screening Cc1ccc(C)c(/C(O)=C2\C(=O)C(=O)N(CCCn3ccnc3)C2c2ccncc2)c1 (stereo not given) returned H9c2 TAG inh 8 and H9c2 TAG inh DAPI viability -11.
For CCCOc1ccc(S(=O)(=O)NCCN2CCOCC2)c2ccccc12 the results were H9c2 TAG inh -14 and H9c2 TAG inh DAPI viability -1.
For CN(C)CCNC=C(C(=O)Nc1ccc(Cl)cc1Cl)C(=O)Nc1ccc(Cl)cc1Cl the results were H9c2 TAG inh 102* and H9c2 TAG inh DAPI viability -47*.
`COc1ccc(NC(=O)c2ccccc2CC[N+](=O)[O-])cc1` gave H9c2 TAG inh 3 and H9c2 TAG inh DAPI viability 2.
Screening O=C(NCCc1ccc(Cl)cc1Cl)C1=CC=CN2CCS(=O)(=O)N=C12 returned H9c2 TAG inh -3 and H9c2 TAG inh DAPI viability 5.
For O=[N+]([O-])c1ncn(C23CC4CC(CC(C4)C2)C3)n1 the results were H9c2 TAG inh -8 and H9c2 TAG inh DAPI viability 2.
`CCOC(=O)c1c(NC(=O)COC(=O)c2cccnc2OCC)sc(C(=O)N(CC)CC)c1C` gave H9c2 TAG inh 22 and H9c2 TAG inh DAPI viability -5.
`Cc1cccc(C)c1NC(=S)N/N=C/c1c(Cl)cccc1Cl` gave H9c2 TAG inh 14 and H9c2 TAG inh DAPI viability 2.
Screening CC1CC(C)CN(C(=O)c2ccc3c(c2NCCO)C(=O)c2ccccc2C3=O)C1 (stereo not given) returned H9c2 TAG inh 127* and H9c2 TAG inh DAPI viability -9.9*.
O=C(C(O)c1ccc(Br)cc1)N1CCC(Nc2ccc3[nH]ncc3c2)CC1 (stereo not given) was read as H9c2 TAG inh 26 and H9c2 TAG inh DAPI viability -10.
`CN(C(=O)COC(=O)C1=COCCO1)C1(C#N)CCCCC1` gave H9c2 TAG inh 3 and H9c2 TAG inh DAPI viability -2.
NC(=O)C1CC(O)CN1c1nc(CN2CCOCC2)nc2scc(-c3ccccc3)c12 (stereo not given) was read as H9c2 TAG inh -12 and H9c2 TAG inh DAPI viability -4.
For O=C(Nc1ccncc1Cl)c1ccncc1 the results were H9c2 TAG inh 12 and H9c2 TAG inh DAPI viability -3.
`Clc1cccc(Nc2nc(-c3ccncc3)cs2)c1` gave H9c2 TAG inh 81* and H9c2 TAG inh DAPI viability -38*.
For CC(=O)c1cccc(S(=O)(=O)NCCC(=O)O)c1 the results were H9c2 TAG inh -29 and H9c2 TAG inh DAPI viability 0.
Screening O=C(Nc1cc(S(=O)(=O)N2CCOCC2)ccc1N1CCOCC1)c1cccc(S(=O)(=O)N2CCCCC2)c1 returned H9c2 TAG inh 0 and H9c2 TAG inh DAPI viability 1.
Screening Cc1cc(NC(=O)COc2ccc(N(C)S(=O)(=O)c3ccccc3)cc2)no1 returned H9c2 TAG inh -7 and H9c2 TAG inh DAPI viability -4.
CCn1cc(CNC(=S)Nc2cccc3ccccc23)cn1 was read as H9c2 TAG inh -10 and H9c2 TAG inh DAPI viability 18.
CCc1nc2ccc(C(=O)N3CCN(C(=O)c4ccco4)CC3)cn2c1N(C)C(=O)c1cccc(OC)c1 was read as H9c2 TAG inh 25 and H9c2 TAG inh DAPI viability -10.
For CCc1nc2ccccc2[nH]c1=O the results were H9c2 TAG inh 1 and H9c2 TAG inh DAPI viability 5.
For O=C(c1ccc(S(=O)(=O)Cc2ccccc2F)c([N+](=O)[O-])c1)N1CCCC1 the results were H9c2 TAG inh 9 and H9c2 TAG inh DAPI viability 0.
CCC1C(=O)NCCN1C(=O)c1ccccc1OC1CCN(S(C)(=O)=O)CC1 (stereo not given) was read as H9c2 TAG inh 6 and H9c2 TAG inh DAPI viability -9.
For Cn1nc(C(F)(F)F)c2cc(C(=O)N3CCOCC3)sc21 the results were H9c2 TAG inh -13 and H9c2 TAG inh DAPI viability -1.
NC1=NC(=O)S/C1=C\c1ccc(F)cc1 was read as H9c2 TAG inh 5 and H9c2 TAG inh DAPI viability -9.
`CC1CCCC(C)N1C(=O)COC(=O)c1cc(-c2cccs2)nn1-c1ccccc1` (stereo not given) gave H9c2 TAG inh 0 and H9c2 TAG inh DAPI viability -5.
`Cc1ccc([N+](=O)[O-])cc1-c1ccc(/C=C(\C#N)c2[nH]nc(N)c2C#N)o1` gave H9c2 TAG inh 8 and H9c2 TAG inh DAPI viability 11.
O=C(CSc1ccc(F)cc1)Nc1ccc(C2SCCS2)cc1 was read as H9c2 TAG inh -12 and H9c2 TAG inh DAPI viability -9.
For O=C1C=C(Nc2ccccc2)c2ccccc2C1=O the results were H9c2 TAG inh -8 and H9c2 TAG inh DAPI viability 2.
Cn1nnc2c(N3CCCCC3)nccc21 was read as H9c2 TAG inh -17 and H9c2 TAG inh DAPI viability -1.
Screening Cc1cc(NCC2CCCO2)n2c(nc3ccccc32)c1C#N (stereo not given) returned H9c2 TAG inh 16 and H9c2 TAG inh DAPI viability 28.
For Cc1ccc(-n2nnnc2SCC(=O)N2CCNC2=O)cc1C the results were H9c2 TAG inh -16 and H9c2 TAG inh DAPI viability 9.

An excerpt from above in order of heavy-atom count, falling.
`CC1CCCC(C)N1C(=O)COC(=O)c1cc(-c2cccs2)nn1-c1ccccc1` (stereo not given) gave H9c2 TAG inh 0 and H9c2 TAG inh DAPI viability -5.
CCC1C(=O)NCCN1C(=O)c1ccccc1OC1CCN(S(C)(=O)=O)CC1 (stereo not given) was read as H9c2 TAG inh 6 and H9c2 TAG inh DAPI viability -9.
For O=C(c1ccc(S(=O)(=O)Cc2ccccc2F)c([N+](=O)[O-])c1)N1CCCC1 the results were H9c2 TAG inh 9 and H9c2 TAG inh DAPI viability 0.
For Cn1nc(C(F)(F)F)c2cc(C(=O)N3CCOCC3)sc21 the results were H9c2 TAG inh -13 and H9c2 TAG inh DAPI viability -1.
For CCc1nc2ccccc2[nH]c1=O the results were H9c2 TAG inh 1 and H9c2 TAG inh DAPI viability 5.

Quoted at random: 3 records from the list.
`CC1CCCC(C)N1C(=O)COC(=O)c1cc(-c2cccs2)nn1-c1ccccc1` (stereo not given) gave H9c2 TAG inh 0 and H9c2 TAG inh DAPI viability -5.
Screening Cc1cc(NCC2CCCO2)n2c(nc3ccccc32)c1C#N (stereo not given) returned H9c2 TAG inh 16 and H9c2 TAG inh DAPI viability 28.
For Cn1nc(C(F)(F)F)c2cc(C(=O)N3CCOCC3)sc21 the results were H9c2 TAG inh -13 and H9c2 TAG inh DAPI viability -1.

The listing continues:
Screening Cc1noc(C)c1C(=O)N(C)Cc1ccccc1 returned H9c2 TAG inh 7 and H9c2 TAG inh DAPI viability 0.
Screening C(=N\N1CCN(Cc2ccccc2)CC1)/c1ccccc1 returned H9c2 TAG inh -3 and H9c2 TAG inh DAPI viability -5.
`C=CCCC(=O)N1CCC(n2nccc2NC(=O)CCCc2ccccc2)CC1` gave H9c2 TAG inh -3 and H9c2 TAG inh DAPI viability 3.
`COc1ccc(CC(=O)N(C)CC(=O)Nc2cccc(F)c2)cc1S(=O)(=O)N1CCOCC1` gave H9c2 TAG inh 1 and H9c2 TAG inh DAPI viability -3.
CCOC(=O)C=C1CCN(c2ncc(C(F)(F)F)cc2Cl)CC1 was read as H9c2 TAG inh -23 and H9c2 TAG inh DAPI viability 8.
For COc1cc2nc(N(C)C)nc(N)c2cc1OC the results were H9c2 TAG inh -7 and H9c2 TAG inh DAPI viability 32.
For COc1cc2c(cc1NC(=O)C(Cl)Cl)-c1ccc(NC(=O)C(Cl)Cl)cc1C2 the results were H9c2 TAG inh 49 and H9c2 TAG inh DAPI viability 5.
Cc1oc(C(N)=O)nc1-c1ccccc1 was read as H9c2 TAG inh 2 and H9c2 TAG inh DAPI viability 5.
`COc1cc(C(=O)N/N=C/c2ccc3c(c2)c2ccccc2n3C)ccc1O` gave H9c2 TAG inh 25 and H9c2 TAG inh DAPI viability 6.
Screening O=C(N[C@@H](Cc1ccc(O)cc1)C(=O)O)c1ccncc1 returned H9c2 TAG inh 0 and H9c2 TAG inh DAPI viability -3.
Screening CC(C)(C)CC(=O)Nc1ccc(S(=O)(=O)NC2=NCCCCC2)cc1 returned H9c2 TAG inh 7 and H9c2 TAG inh DAPI viability -2.
Screening COC(=O)N/N=C/c1ccc(Oc2ccccc2)cc1 returned H9c2 TAG inh 3 and H9c2 TAG inh DAPI viability -10.
Screening Cc1cc(NS(=O)(=O)c2cccc([N+](=O)[O-])c2)no1 returned H9c2 TAG inh 3 and H9c2 TAG inh DAPI viability 4.
`COc1ccc(-c2nc(CS(=O)CC(=O)NCc3cccnc3)c(C)o2)cc1` (stereo not given) gave H9c2 TAG inh 11 and H9c2 TAG inh DAPI viability -1.
`S=c1[nH]nc(CSc2nc3ccccc3s2)n1C1CCCCC1` gave H9c2 TAG inh 1 and H9c2 TAG inh DAPI viability -1.
COC(=O)C[C@H]1c2cc(F)ccc2S(=O)(=O)N1c1ccc(N(C)C)cc1 was read as H9c2 TAG inh -18 and H9c2 TAG inh DAPI viability -2.
For Fc1ccccc1Cc1noc(CN2CCN(Cc3ccc4c(c3)OCO4)CC2)n1 the results were H9c2 TAG inh -4 and H9c2 TAG inh DAPI viability 0.
`COc1ccc([C@H]2CC(=O)C=C(c3ccc(NC(C)=O)cc3)C2)cc1OC` gave H9c2 TAG inh -34 and H9c2 TAG inh DAPI viability 1.
`CCOC(=O)Cc1cc(=O)[nH]c(/N=C(\N)Nc2ccc(OC)cc2)n1` gave H9c2 TAG inh 2 and H9c2 TAG inh DAPI viability -7.

Compound activity as filed in PubChem BioAssay.
